From PubChem BioAssay
BAZ2B block = blocks human BAZ2B; Q9UIF8; AlphaScreen BAZ2B-H3K14Ac peptide displacement; Potency, µM (highest dose often 114 µM), for inactives: at the highest dose activity change, negative = inhibition, hits mostly inhibitors; 4.4% of 360,000 active; also: % is scaled to controls: 0 for no effect and ±100 for the full control effect; nearly all actives have a fitted effect of over 60% in size
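Compounds, titrated to a top concentration of 110 uM, were incubated 30 min at room temperature with preformed BAZ2B/acetyl-K14 H3 peptide complex (50 nM each). Proximity signal was measured by AlphaScreen after 20 min with beads.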
Pol eta inh = DNA polymerase eta (human) inhibition; Q9Y253; recombinant Pol eta, fluorescent DNA replication assay; Potency, µM (top dose mostly 114 µM), for the others: at the highest dose activity change, negative = inhibition, most hits filed as inhibitors; 1.2% of 390,000 active; AID 588591; also: % is scaled to controls: 0 for no effect and ±100 for the full control effect
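Pol eta at 10 nM preincubated with compounds 15 min at room temperature; reaction started with fluorescent substrate (50 nM final) and read kinetically at 0 and 10 min.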
BLM inh = Bloom syndrome helicase (human) inhibition | P54132 | recombinant BLM DNA unwinding, fluorescence dequenching | Potency, µM (titrated, usually from 56.1 µM), inactives show at the highest dose activity change, negative = inhibition, hits mostly inhibitors | 0.2% of 350,000 active | AID 2528;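 also: plate controls were vehicle for no effect and no enzyme for full effect; nearly all actives have a fitted effect of over 35% in size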
Target sequence (P54132 whole entry, looked up): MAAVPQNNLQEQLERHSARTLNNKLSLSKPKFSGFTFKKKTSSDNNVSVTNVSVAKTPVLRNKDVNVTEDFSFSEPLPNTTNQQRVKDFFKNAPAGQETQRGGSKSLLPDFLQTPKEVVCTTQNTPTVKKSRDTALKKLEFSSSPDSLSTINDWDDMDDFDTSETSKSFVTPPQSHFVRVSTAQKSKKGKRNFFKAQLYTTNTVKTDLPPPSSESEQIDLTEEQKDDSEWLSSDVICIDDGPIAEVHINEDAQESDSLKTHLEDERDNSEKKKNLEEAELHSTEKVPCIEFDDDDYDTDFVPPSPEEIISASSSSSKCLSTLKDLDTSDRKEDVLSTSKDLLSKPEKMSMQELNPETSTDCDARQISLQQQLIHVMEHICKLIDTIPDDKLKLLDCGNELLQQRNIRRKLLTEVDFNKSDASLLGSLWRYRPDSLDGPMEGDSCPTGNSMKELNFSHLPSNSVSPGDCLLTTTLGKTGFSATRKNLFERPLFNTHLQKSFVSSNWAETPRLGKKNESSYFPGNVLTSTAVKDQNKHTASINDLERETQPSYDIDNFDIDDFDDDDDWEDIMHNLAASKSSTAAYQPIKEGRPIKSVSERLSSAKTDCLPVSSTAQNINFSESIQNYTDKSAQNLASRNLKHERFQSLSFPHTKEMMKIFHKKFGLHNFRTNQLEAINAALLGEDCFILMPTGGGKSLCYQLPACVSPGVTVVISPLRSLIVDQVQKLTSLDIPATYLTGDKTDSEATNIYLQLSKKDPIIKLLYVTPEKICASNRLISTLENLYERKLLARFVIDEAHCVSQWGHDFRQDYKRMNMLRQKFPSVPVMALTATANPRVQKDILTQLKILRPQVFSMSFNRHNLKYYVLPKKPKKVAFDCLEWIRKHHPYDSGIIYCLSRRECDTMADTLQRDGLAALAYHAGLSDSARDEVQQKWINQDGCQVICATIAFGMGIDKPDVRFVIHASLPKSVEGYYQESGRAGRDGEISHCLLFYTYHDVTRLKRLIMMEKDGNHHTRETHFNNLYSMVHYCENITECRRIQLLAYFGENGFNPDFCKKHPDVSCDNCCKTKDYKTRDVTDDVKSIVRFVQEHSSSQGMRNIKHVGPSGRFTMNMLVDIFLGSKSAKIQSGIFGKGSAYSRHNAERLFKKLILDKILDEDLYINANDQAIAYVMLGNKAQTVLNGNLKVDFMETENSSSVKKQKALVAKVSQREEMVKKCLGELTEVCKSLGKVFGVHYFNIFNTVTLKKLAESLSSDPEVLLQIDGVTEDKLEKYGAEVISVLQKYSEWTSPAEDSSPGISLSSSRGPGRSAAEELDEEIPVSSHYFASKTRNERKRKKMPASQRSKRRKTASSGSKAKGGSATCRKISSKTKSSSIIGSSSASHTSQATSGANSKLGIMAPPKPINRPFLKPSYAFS
POLI inh = DNA polymerase iota (human) inhibition; 1% of 390,000 active; AID 588590; Potency, µM (top dose mostly 115 µM), without a hit: at the highest dose activity, negative = inhibition, hits mostly inhibitors; Pol iota fluorescent replication assay, 10 min; Q9UNA4
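Fluorescent replication assay read twice, at 0 min and 10 min after adding 50 nM (final) substrate. Enzyme (10 nM) and compounds were first incubated 15 min at room temperature; enzyme-free buffer wells were negative controls.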
Pol kappa inh = inhibitors of human DNA polymerase kappa | Q9UBT6 | purified Pol kappa, fluorescent DNA synthesis assay, 10 min | Potency, µM (titrated, usually from 107 µM), for the others: at the top dose activity, negative = inhibition, most hits filed as inhibitors | 0.53% of 400,000 active; also: % is scaled to controls: 0 for no effect and ±100 for the full control effect
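Inhibition of 10 nM Pol kappa is measured by a fluorescent read-out at 0 and 10 min following addition of 50 nM substrate (final), with a 15-min room-temperature compound preincubation.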
G9a inh = G9a (human) methyltransferase inhibition | Q96KQ7 | G9a H3K9 monomethylation, AlphaScreen, 2 h | Potency, µM (highest dose often 102 µM), for inactives: at the highest dose activity, negative = inhibition, most hits filed as inhibitors | 8.8% of 350,000 active | AID 504332; also: % is scaled to controls: 0 for no effect and ±100 for the full control effect; nearly all actives have a fitted effect of over 75% in size
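Using a bead-based AlphaScreen, monomethylated H3K9 product from 2 h room-temperature reactions (G9a 20 nM, peptide 500 nM, SAM 20 uM) was detected with 0.5 ug/mL rabbit anti-H3K9me1 antibody.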
APE1 inh = inhibitors of human APE1 endonuclease. Potency, µM (doses to about 65.8 µM), without a hit: at the highest dose activity change, negative = inhibition, actives largely listed as inhibitors. 0.35% of 350,000 active. P27695. recombinant APE1, TAMRA/BHQ-2 abasic DNA cleavage fluorescence;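 also: plate controls were vehicle for no effect and reference inhibitor for full effect; nearly all actives have a fitted effect of over 55% in size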
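Readout is kinetic fluorescence (ex 525, em 598 nm) from cleavage of 50 nM TAMRA/BHQ-2 THF abasic duplex by 0.75 nM APE1, compound added 15 min beforehand at RT.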
POLB inh = blocks human DNA polymerase beta activity; P06746; Pol beta primer extension/strand displacement, fluorescence kinetic; Potency, µM (titrated, usually from 114 µM), without a hit: top-dose activity change, negative = inhibition, actives largely listed as inhibitors; 1.3% of 340,000 active; also: % is scaled to controls: 0 for no effect and ±100 for the full control effect
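Preincubation: enzyme (10 nM) with compound, 15 min, RT. Reaction: substrate added to 50 nM final. Reads: 0 and 10 min. Analysis: normalized, Hill fit.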
Anesthetic bind = candidate novel general anesthetic via apoferritin binding. apoferritin/1-aminoanthracene competitive binding, fluorescence. Potency, µM (highest dose often 77.5 µM), inactives show top-dose activity change, negative = displacement, hits mostly inhibitors. 0.074% of 350,000 active. AID 485281; also: % is scaled to controls: 0 for no effect and ±100 for the full control effect; nearly all actives have a fitted effect of over 20% in size
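In PBS, apoferritin at 10 uM is loaded with 1-AMA from a 50% saturated solution. After 10 min of compound exposure at ambient temperature, reduced 535 nm fluorescence indicates probe displacement.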
* marks the source's active call; other numbers are inactive results; ? = inconclusive; . = no result given; & = joins results of further samples; [ ] = remark or other dose. Calls follow the shape of the dose curve; as a rule, active = well fitted curve in the direction sought with a large enough effect; inconclusive = small, poorly fitted or top-dose-only effect, or another doubt; inactive = no such curve, though single readings can be large; an effect the other way counts as inactive or inconclusive. Potency is read from the fitted curve at half-maximal effect.

1: N/C(=N\OC(=O)c1cc(-c2ccccc2)nc2ccccc12)c1cccnc1
2: COc1cc2c(cc1OC)C(c1ccc(-c3cc(Cl)ccc3Cl)o1)=NCC2
3: COCc1cc(=O)[nH]c2c1c(-c1ccccc1)nn2C
4: O=C1CCC(=O)N1CCSC(=S)N1CCOCC1
5: COc1ccccc1C(=O)NCC(=O)N/N=C/c1cc(Br)ccc1OCc1ccccc1
6: O=C(O)c1ccc(COc2ccccc2/C=C2/NC(=O)N(c3cccc(Cl)c3)C2=O)cc1
7: CCOCCCNC(=S)Nc1ccc(S(N)(=O)=O)cc1
8: COc1ccc(CNC(=O)CCn2c(=O)c3cccn3c3ccc(F)cc32)cc1

screen / no. | 1 | 2 | 3 | 4 | 5 | 6 | 7 | 8
BAZ2B block | -3% | ? | -2% | 2% | -32% | 79µM* | -24% | -16%
Pol eta inh | -2% | ? | 2% | -21% | -8% | 10µM* | -16% | -2%
BLM inh | -3% | 0% | 3% | 0% | -1% | 20µM* | -2% | 3%
POLI inh | 36%[activator] | 54%[activator] | -6% | 22% | 37%[activator] | 28µM* | -22% | 33%[activator]
Pol kappa inh | -9% | -13% | -6% | -2% | -11% | 40µM* | 0% | -14%
G9a inh | -42%[59 µM] | ? | 3% | 10% | 13%[59 µM] | -15%[59 µM] | 28µM* | 21%
APE1 inh | 3% | 7% | ? | 2% | 0% | ? | 1% | 7%
POLB inh | 3% | 23% | -1% | 5% | 3% | 25µM* | 4% | 1%
Anesthetic bind | 4% | -8% | -8% | -9% | 4% | -10% | -10% | -5%

9: Nc1nnc(SCC(=O)OCC(=O)NC2CCCCC2)s1
10: Cc1c(C(C)C)c(=O)n(-c2ccc(S(=O)(=O)N3CCOCC3)cc2)n1C
11: CCOc1ccccc1C(=O)NCCC(=O)O
12: O=C(Nc1ccc(NC(=O)C2CC2)nc1)c1cccc(F)c1
13: COc1ccc(NC(=O)Nc2ccc(F)c(F)c2)c(OC)c1
14: CCCn1nc(C(=O)N2CCc3ccccc3C2)c2ccccc2c1=O
15: c1cnc(N2CCN(Cc3c[nH]c4ccccc34)CC2)nc1
16: CCOC(=O)Cn1c(=O)n(-c2ccccc2OC)c2nc(-c3ccccc3F)nc(C(N)=O)c21

screen / no. | 9 | 10 | 11 | 12 | 13 | 14 | 15 | 16
BAZ2B block | -9% | -16% | -27% | 0% | 3% | 1% | -8% | -19%
Pol eta inh | 8% | 12% | 3% | -1% | -8% | -9% | -4% | -16%
BLM inh | -6% | -8% | -3% | -1% | -3% | 0% | 5% | -3%
POLI inh | -8% | 84%[activator] | 8% | 25% | 59%[activator] | 7% | 3% | 24%
Pol kappa inh | -4% | -14% | 4% | -2% | -8% | -11% | -3% | -17%[60.1 µM]
G9a inh | -24% | -17% | 8%[59 µM] | -18% | 5% | 20%[59 µM] | ? | -1%[59 µM]
APE1 inh | -7% | 6% | 1% | -8% | -2% | -4% | -8% | .
POLB inh | ? | -11% | 6% | -3% | 6% | 9% | ? | -2%
Anesthetic bind | -2% | -5% | 2% | -8% | -5% | -17% | -15% | -12%

17: CSc1ccc(C(=O)C2CCCN(C(=O)c3nonc3C)C2)cc1 (stereo unspecified)
18: COCC(C)NC(=O)c1ccc(N(C)C)cc1 (stereo unspecified)
19: CCN(CC)C(=O)c1sc(NC(=O)c2ccc(Br)o2)c(C(=O)OC)c1C
20: COc1ccc(-c2cc(C(F)(F)F)n3nc(C(=O)Nc4sc5c(c4C(=O)OC(C)C)CCCC5)cc3n2)cc1OC
21: COc1ccc(N2CC(C(=O)Nc3ccc(F)cc3F)CC2=O)cc1 (stereo unspecified)
22: COc1ccc(/C=C2\SC(=S)N(CCCC(=O)Nc3cccc(C(=O)O)c3)C2=O)cc1OC
23: O=C(C1CC1)N1CCc2cc(S(=O)(=O)N(CCO)Cc3ccccc3)ccc21
24: Cc1cc(SCC(=O)c2ccc(Cl)cc2)nc(=O)[nH]1

screen / no. | 17 | 18 | 19 | 20 | 21 | 22 | 23 | 24
BAZ2B block | 7% | -1% | 0% | 9% | -3% | -26% | -2% | -27%
Pol eta inh | -11% | -4% | -8% | -12% | 1% | ? | -3% | -13%
BLM inh | -4% | -1% | -1% | 0% | -5% | -8% | -1% | -6%
POLI inh | -2% | 11% | 8% | 2% | 1% | -5% | 15% | -15%
Pol kappa inh | -17% | -28% | -13% | 0% | -1% | -2% | -5% | -6%
G9a inh | . | 12%[59 µM] | 13% | ? | ? | ? | 2%[59 µM] | ?
APE1 inh | 2% | -2% | 1% | . | -11% | -15% | 7% | 44%
POLB inh | 7% | 0% | 17% | 14% | -5% | -20% | 16% | -18%
Anesthetic bind | -11% | -6% | -21% | 14% | -6% | -6% | -1% | -13%

25: CCS(=O)(=O)N1N=C(c2cccc(NS(C)(=O)=O)c2)CC1c1cccs1 (stereo unspecified)
26: COC(=O)[C@H](C)NC(=O)Nc1cccc(C(F)(F)F)c1
27: Oc1ccccc1N1CCN(C(=S)NCCc2ccccc2)CC1
28: COc1ccc(NS(=O)(=O)c2cccc(NC(=O)CCC(=O)c3ccc(Cl)cc3)c2)cc1
29: CN(CC(=O)Nc1cccc(F)c1)C(=O)CCNC(=O)c1ccco1
30: COc1ccc(Oc2nc(C(F)(F)F)nc3ccccc23)cc1
31: Nc1cccc(NC(=O)CCC(=O)NCc2ccco2)c1
32: CCc1cccc(NC(=O)CNS(=O)(=O)c2ccc3nc(C)sc3c2)c1

screen / no. | 25 | 26 | 27 | 28 | 29 | 30 | 31 | 32
BAZ2B block | -20% | -3% | -22% | 7% | 6% | 108%[activator] | -8% | 4%
Pol eta inh | -7% | 7% | -14% | -18% | -23% | -10% | -11% | .
BLM inh | 1% | 6% | -8% | -15% | . | -11% | -7% | 2%
POLI inh | -9% | 8% | 21% | 1% | 5% | -2% | 87%[activator] | 13%
Pol kappa inh | 2% | 2% | -13% | -8% | 0% | -2% | -6% | -17%
G9a inh | -2% | 7%[59 µM] | ? | 4% | -10%[2.33 µM] | 34%[59 µM] | 14% | -2%[59 µM]
APE1 inh | 17% | 7% | -1% | 6% | 5% | 0% | 22% | .
POLB inh | 11% | -10% | 1% | 5%[57.1 µM] | . | 1% | 22% | -6%
Anesthetic bind | -16% | 0% | ? | -12% | . | 5% | -5% | -4%

33: COc1c(C(=O)Nc2ccc(Br)cn2)ccc2ccccc12
34: CC1CCN(C(c2ccc(F)cc2)c2sc3nc(-c4ccco4)nn3c2O)CC1 (stereo unspecified)
35: COc1cccc(Nc2sc(C(=O)c3ccc(F)cc3)c(N)c2C(=O)NCc2ccc(Cl)cc2)c1
36: CCCCOc1ccc(CNC(=O)c2cnc3sc(N4CCC(C)CC4)nn3c2=O)cc1
37: CC1CCC(NC(=O)CNC(=O)c2cccs2)CC1 (stereo unspecified)
38: Cc1nc(-c2ccc(S(=O)(=O)N3CCN(c4ccccc4)CC3)cc2)co1
39: O=C(Nc1cccc(-c2nc3ccccc3o2)c1)c1cccc(Br)c1
40: CCSc1nnc(NC(=O)CCNS(=O)(=O)c2ccccc2F)s1

screen / no. | 33 | 34 | 35 | 36 | 37 | 38 | 39 | 40
BAZ2B block | -18% | -25% | -39% | 23% | -1% | -14%[57.1 µM] | 1% | -5%
Pol eta inh | -5% | -6% | -20% | -10% | -7% | 3% | -17% | -26%
BLM inh | -7% | 1% | -2% | 2% | 0% | 0% | -4% | -3%
POLI inh | 29% | 16% | 0% | 9% | 31% | -10% | 7% | 15%
Pol kappa inh | -12% | 0%[60.1 µM] | 2%[60.1 µM] | 5% | 10% | -7% | -3%[60.1 µM] | 0%
G9a inh | ? | -10%[59 µM] | ? | 13%[59 µM] | 66%[activator] | -5% | -5%[59 µM] | 8%
APE1 inh | 12% | . | . | . | 52%[activator] | 32% | . | 13%
POLB inh | 1% | 11% | 2% | 0% | 11% | 3% | 2% | 33%
Anesthetic bind | -13% | -19% | ? | -2% | ? | 6% | -9% | -16%

Part of the list above, as tab-separated lines:
cpd	mol	BAZ2B block	Pol eta inh	BLM inh	POLI inh	Pol kappa inh	G9a inh	APE1 inh	POLB inh	Anesthetic bind
33	COc1c(C(=O)Nc2ccc(Br)cn2)ccc2ccccc12	-18%	-5%	-7%	29%	-12%	?	12%	1%	-13%
34	CC1CCN(C(c2ccc(F)cc2)c2sc3nc(-c4ccco4)nn3c2O)CC1 (stereo unspecified)	-25%	-6%	1%	16%	0%[60.1 µM]	-10%[59 µM]	.	11%	-19%
35	COc1cccc(Nc2sc(C(=O)c3ccc(F)cc3)c(N)c2C(=O)NCc2ccc(Cl)cc2)c1	-39%	-20%	-2%	0%	2%[60.1 µM]	?	.	2%	?
36	CCCCOc1ccc(CNC(=O)c2cnc3sc(N4CCC(C)CC4)nn3c2=O)cc1	23%	-10%	2%	9%	5%	13%[59 µM]	.	0%	-2%
37	CC1CCC(NC(=O)CNC(=O)c2cccs2)CC1 (stereo unspecified)	-1%	-7%	0%	31%	10%	66%[activator]	52%[activator]	11%	?
38	Cc1nc(-c2ccc(S(=O)(=O)N3CCN(c4ccccc4)CC3)cc2)co1	-14%[57.1 µM]	3%	0%	-10%	-7%	-5%	32%	3%	6%

Next structures follow:
41: CCc1cccc(C)c1NC(=O)CSc1nc2ccncc2[nH]1
42: Cc1cc(-c2nc(C)c(-c3nnc(SCC(=O)Nc4ccc(Cl)cc4)n3C)s2)no1
43: COC(=O)/N=C(/Cc1ccc(OC)cc1)c1ccc(OC)cc1
44: O=C(Cc1ccc(Cl)cc1)Nc1ccc(C(=O)N2CCCCC2)cc1
45: O=Cc1ccc(-c2ccc(F)cc2)o1
46: COc1ccccc1OP(=O)(O)Oc1ccccc1OC

screen / no. | 41 | 42 | 43 | 44 | 45 | 46
BAZ2B block | -8%&2% | 3% | 8% | -32% | -12% | -8%
Pol eta inh | -8%&-6% | -7% | -23% | 3% | -2% | -12%
BLM inh | -2%&1% | -6% | -2% | 1% | -3% | -1%
POLI inh | 27%&36% | 7% | 45%[activator] | 18% | -8% | ?
Pol kappa inh | -6%&-5% | 2% | -1% | -9% | -11% | -10%
G9a inh | -12% | 7%[59 µM] | 4% | 5% | 8% | -13%
APE1 inh | -2% | -5% | -9% | 13% | 8% | 6%
POLB inh | ? | 17% | -2% | 1% | 6% | 42%
Anesthetic bind | -5%&39% | 2% | -9% | -10% | -16% | 3%

Not all compounds are listed; the hit share may differ from the screen's.
